SIAH1 antagonists – blockers of Siah-1 interaction with plectin peptide – biochemical, fluorescence polarization, rhodamine-plectin, uHTS, primary screen (AID 1817); Siah-1 / rhodamine-plectin peptide fluorescence polarization; higher % means a stronger effect; displacement, % at 20 µM, or IC50 in µM where a hit was titrated; actives 0.02% (n = 290,000);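 active = displacement of at least 50% at 20 µM, with a fluorescence ratio check between 0.3 and a set limit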;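 note: plate controls were Siah plus tracer with DMSO for no effect and tracer alone without Siah for full effect; strong numbers were not always called active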
MgcRacGAP inhibition – MgcRacGAP GTPase-activating activity inhibitors, confirmation, biochemical, ADP Hunter fluorescence. MgcRacGAP-stimulated Rac1 GTP hydrolysis, ADP Hunter fluorescence; higher % means a stronger effect; GST-tagged Rac1 F28L mutant substrate. actives 0.6% (n = 340,000). inhibition, % at 30 µM; hits with a dose series show IC50 in µM;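 active = first-screen hits whose inhibition reached a set limit at any dose in the follow-up dose series; inconclusive = inhibition above the set first-screen limit but never retested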;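 note: fluorescence reports GDP produced by GAP-driven GTP hydrolysis; strong numbers were not always called active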
Myeloid diff MLP – myeloid differentiation induction; ER-HoxA9 myeloid progenitors, lysozyme-GFP differentiation, flow cytometry; calls only at 10 µM; actives 1% (n = 360,000); AID 624256;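 active = normalized GFP-positive differentiation at or above the plate's own cutoff, the solvent-only control mean plus 3 SD; inconclusive = no clear call, values can overlap the other calls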;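 note: cells exposed to compound for four days before flow analysis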
GPR55 antagonists – inhibition of LPI-stimulated GPR55 beta-arrestin translocation – imaging, U2OS, beta-arrestin-GFP, LPI agonist, primary screen (AID 2013) | U2OS GPR55 beta-arrestin-GFP translocation imaging, LPI antagonism; higher % means a stronger effect | inhibition, % at 10 µM, or IC50 in µM where a hit was titrated | actives 0.13% (n = 290,000);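 active = spots per cell inhibited over 60%, with over 100 cells counted and total cytoplasm intensity under 500,000; inconclusive = wells with under 100 cells, flagged as likely toxic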;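 note: U2OS cells stably carrying GPR55 and arrestin-GFP stimulated by 5 µM LPI near EC80; imaged beta-arrestin-GFP aggregate spots per cell after agonist stimulation; plate controls were LPI-stimulated DMSO wells for no effect and DMSO wells without LPI for full effect; some results filed as inactive read as strong as hits; confirmed hits need IC50 under 10 µM and bright autofluorescent wells are also inconclusive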
LYP phosphatase – PTPN22 lymphoid phosphatase activity blockers – biochemical, fluorescence intensity, uHTS (AID 1779); actives 0.054% (n = 290,000); one-dose inhibition, % at 11.5 µM; IC50 in µM for titrated hits; recombinant LYP phosphatase, fluorescence intensity; higher % means a stronger effect; in the data active = inhibition above about 50%;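 note: plate controls were vehicle with enzyme for no effect and no enzyme for full effect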
PhoP inhibition – PhoP-dependent GFP reporter repression – Salmonella Typhimurium, primary screen (AID 1863) | S. Typhimurium PhoP-regulated promoter GFP reporter, 4 h; higher % means a stronger effect | actives 0.16% (n = 300,000) | inhibition, % at 50 µM; hits with a dose series show IC50 in µM;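 active = inhibition over 29.93%, a cutoff 3 SD above the screen mean, later confirmed by dose response; inconclusive = inhibition over 29.93% but no dose response follow-up; inactive = inhibition at most 29.93% or unconfirmed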;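 note: 0% = low Mg2+ inducing control and 100% = high Mg2+ repressing control; strong numbers were not always called active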
GPR35 antagonists – inhibition of zaprinast-stimulated GPR35 beta-arrestin translocation – imaging, U2OS, beta-arrestin-GFP, zaprinast agonist, primary screen (AID 2058); U2OS GPR35 beta-arrestin-GFP translocation imaging, zaprinast antagonism; higher % means a stronger effect; actives 0.052% (n = 290,000); one-dose inhibition, % at 10 µM; IC50 in µM for titrated hits;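 active = inhibition of at least 50% with at least 30 cells and total cytoplasm GFP at most 10,000,000; inconclusive = under 30 cells or total GFP of 10,000,000 plus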
HIV peptide binding – cell-free HIV fusion peptide-binding blockers – biochemical, uHTS, fluorescence dequenching, primary screen (AID 1986); cell-free peptide binding, fluorescence dequenching, 30 min; higher % means a stronger effect; inhibition, % at 20 µM; hits with a dose series show IC50 in µM; actives 0.3% (n = 290,000); in the data active = inhibition mostly above about 52%, no sharp cut-off; inactive = mostly below about 76%; note: some results filed as inactive read as strong as hits
NTR1 agonist – NTR1-driven beta-arrestin-GFP spot formation – imaging, U2OS cells, high content, primary screen (AID 493036) | activation, % at 20 µM | agonist mode | actives 0.17% (n = 330,000) | P30989;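 active = activation at or above 40% of the spot to cytoplasm intensity ratio, with at least 20 cells analyzed; inconclusive = wells under 20 cells, flagged as cytotoxic or low count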;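 note: 0% = DMSO without peptide and 100% = 100 nM NTR1 peptide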
Target sequence (P30989 whole entry, looked up): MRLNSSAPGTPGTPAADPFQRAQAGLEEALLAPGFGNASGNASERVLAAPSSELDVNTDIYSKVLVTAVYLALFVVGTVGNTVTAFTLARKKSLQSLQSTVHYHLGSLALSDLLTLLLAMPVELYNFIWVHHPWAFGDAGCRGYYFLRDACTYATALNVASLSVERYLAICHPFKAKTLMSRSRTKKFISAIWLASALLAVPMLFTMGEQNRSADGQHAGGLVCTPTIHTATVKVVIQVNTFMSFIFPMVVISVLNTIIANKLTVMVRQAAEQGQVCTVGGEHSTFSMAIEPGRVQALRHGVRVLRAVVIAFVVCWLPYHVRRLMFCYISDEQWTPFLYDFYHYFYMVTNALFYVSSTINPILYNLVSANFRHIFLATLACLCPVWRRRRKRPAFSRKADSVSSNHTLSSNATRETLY
NTR1 agonist cell count 20 µM – also measured in NTR1 agonist; calls as there; cell count; measured here: cell count, cytotoxicity flag
Myeloid diff MLP GFP+ MAC1+ % – further read-out of Myeloid diff MLP, marked with its call; GFP+ MAC1+ double positive, %; measured here: differentiation confirmed by MAC1 staining
Numbers without * were called inactive; i = inactive; ? = inconclusive; nt = no result given.

SMILES	SIAH1 antagonists	MgcRacGAP inhibition	Myeloid diff MLP	Myeloid diff MLP GFP+ MAC1+ %	GPR55 antagonists	LYP phosphatase	PhoP inhibition	GPR35 antagonists	HIV peptide binding	NTR1 agonist	NTR1 agonist cell count 20 µM
O=C(O)c1cccc(NC2=Nc3cccc4cccc2c34)c1	15%	6%	i	0.2	8%	-7%	-4%	-9%	-1.4%	2.4	68
Cn1cccc1/C=N/NC(=O)Cc1cccs1	5%	nt	i	0.5	6%	-6%	-7%	-2%	1.0%	3.4	44
C=CCNc1nc2c(c(=O)n(C)c(=O)n2C)n1CCCCCC	1%	6%	i	0.6	2%	0%	3%	-2%	-1.0%	6.5	67
CCOC(=O)N1CCN(C(=O)c2ccc(Oc3ccc([N+](=O)[O-])cc3)cc2)CC1	2%	4%	i	0.3	-2%	-4%	0%	-6%	-0.9%	2.9	71
O=C(c1sc2ccccc2c1Cl)N(Cc1ccco1)C1CCS(=O)(=O)C1 (configuration not stated)	3%	10%	i	6.3	7%	0%	-15%	2%	3.9%	-1.1	44
O=S(=O)(Nc1ncccn1)c1ccc(NC(=S)NCc2cccnc2)cc1	4%	-1%	i	0.6	1%	-1%	5%	0%	2.7%	-0.3	53
CCOC(=O)c1c(S(=O)(=O)Nc2ccc(CN3CCC(C)CC3)cc2)c(C)n(C)c1C	10%	7%	i	0.0	4%	-9%	-5%	30%	1.1%	-0.4	41
Cc1ccc2nc(N3C(=O)C(O)=C(C(=O)c4cc5ccccc5o4)C3c3cccs3)sc2c1 (configuration not stated)	-1%	11%	i	0.1	1%	-2%	-2%	2%	-0.2%	0.9	101
COc1cc2c(cc1NC(=O)CCCCCN1C(=O)CCC1=O)oc1ccccc12	-8%	17%	i	0.6	11%	0%	0%	-18%	0.3%	-0.2	87
CCOc1cc(C(=O)NC(=S)Nc2ccc(Cl)c(C(=O)O)c2)cc(OCC)c1OCC	4%	9%	i	0.5	2%	4%	-10%	-4%	0.9%	-1.0	60
NC1=NC[C@@H](Cc2ccc(O)cc2)N1CCC12CC3CC(CC(C3)C1)C2	nt	5%	i	2.5	nt	nt	-1%	nt	nt	-3.0	79
O=C(CCS(=O)(=O)c1ccc(Br)cc1)NC1CCCC1	25%	-1%	i	9.6	18%	-6%	-13%	8%	-1.3%	-0.5	56
CCCCCCOc1ccc(/C=c2\s/c(=C(/C#N)C(=O)NCc3ccco3)n(-c3ccccc3)c2=O)cc1	25%	11%	i	0.3	2%	-2%	-9%	-11%	3.0%	2.1	83
CCOC(=O)c1c(CN2CCN(CCO)CC2)n(-c2ccccc2)c2cc(Br)c(O)cc12	1%	23%	i	0.4	6%	-6%	-5%	26%	-0.3%	5.3	66
Cc1cc2nc(C)c(Cl)c(=O)n2[nH]1	-10%	3%	i	0.2	-4%	-9%	-3%	-16%	-1.7%	0.4	41
O=C(Nc1cc(S(=O)(=O)N2CCOCC2)ccc1Cl)C(=O)c1c(-c2ccccc2)cc2ccccn12	1%	2%	i	1.2	11%	-2%	-9%	0%	-2.5%	6.7	104
CCN1CCCC(Sc2nc3c([nH]2)c(=S)n(C)c(=O)n3C)C1 (configuration not stated)	0%	11%	i	0.2	1%	-6%	-4%	-2%	2.8%	-1.2	66
Cc1cccc(NC(=O)CSc2nnc(CNC(=O)c3ccc(S(=O)(=O)N(C)C)cc3)n2-c2cccc(C)c2)c1	-2%	4%	i	0.6	6%	-9%	-2%	-14%	-1.5%	3.3	55
CCC1Sc2ccccc2N(CC(=O)NCc2ccc3c(c2)OCO3)C1=O (configuration not stated)	2%	4%	i	3.4	15%	4%	-9%	0%	-1.8%	0.8	44
O=C(CN1CCN(C(=O)c2cccs2)CC1)Nc1ccc(Br)cc1	3%	7%	i	0.5	6%	0%	-1%	1%	-0.6%	2.6	44
CCCCCC(=O)N/N=C(\C)c1ccc(N2CCCCC2)cc1	-7%	4%	i	1.2	-15%	-9%	-7%	11%	-0.2%	7.4	55
O=C(NC12CC3CC(CC(C3)C1)C2)c1ccc(-c2ccc(Cl)cc2)o1	-1%	13%	?	nt	0.6µM*	1%	-3%	47%	0.4%	3.4	42
Cc1c([N+](=O)[O-])cc(S(=O)(=O)Nc2ccc(-c3ccc(N4CCCC4)nn3)cc2)cc1[N+](=O)[O-]	nt	3%	i	0.9	nt	nt	-5%	nt	nt	3.7	55
CC(=O)Nc1cc2c(=O)n(Cc3ccccc3)c(C)nc2cc1N1CCOCC1	5%	9%	i	0.8	-1%	-7%	0%	0%	-1.4%	-1.6	52
Cc1ccc(C(O)c2nc3ccccc3n2C(C)C)cc1 (configuration not stated)	2%	13%	i	0.9	11%	3%	-3%	11%	0.0%	1.7	66
CCOc1ccc(NC(=O)COC(=O)c2cccnc2)cc1	3%	-2%	i	1.5	-4%	-9%	-5%	18%	2.9%	-0.7	84
Cc1nc(C(C)NC(=O)c2ccc(OC3CCN(Cc4ccccn4)CC3)cc2)c(C)s1 (configuration not stated)	-6%	8%	i	1.6	6%	-14%	4%	-1%	2.7%	1.1	58
CCOC(=O)N1CCC(NC(=O)C(C)n2c3ccccc3c3cnn(C)c(=O)c32)CC1 (configuration not stated)	-3%	11%	i	0.6	3%	2%	-4%	11%	0.6%	-1.8	39
C/C(=N\N=C(c1ccccc1)c1ccccc1)c1ccco1	15%	5%	i	0.6	5%	2%	-3%	-2%	1.5%	3.5	76
Cc1ccc(CN(C(=O)c2cccs2)C2CCS(=O)(=O)C2)cc1 (configuration not stated)	4%	-4%	i	0.9	22%	-10%	-3%	-8%	-0.8%	1.5	66

Quoted from the listing:
C/C(=N\N=C(c1ccccc1)c1ccccc1)c1ccco1 | Myeloid diff MLP GFP+ MAC1+ % = 0.6
Cc1c([N+](=O)[O-])cc(S(=O)(=O)Nc2ccc(-c3ccc(N4CCCC4)nn3)cc2)cc1[N+](=O)[O-] | NTR1 agonist = 3.7
CCOC(=O)N1CCC(NC(=O)C(C)n2c3ccccc3c3cnn(C)c(=O)c32)CC1 (configuration not stated) | LYP phosphatase = 2%

Following part:
SMILES	SIAH1 antagonists	MgcRacGAP inhibition	Myeloid diff MLP	Myeloid diff MLP GFP+ MAC1+ %	GPR55 antagonists	LYP phosphatase	PhoP inhibition	GPR35 antagonists	HIV peptide binding	NTR1 agonist	NTR1 agonist cell count 20 µM
CC(C)CNC(=O)COc1ccccc1[N+](=O)[O-]	10%	-2%	i	0.6	12%	-6%	3%	-7%	3.6%	-1.7	68
CCOC(=O)N1CCN(C(=O)c2ccc(OCC)cc2)CC1	5%	3%	i	0.3	4%	1%	-4%	2%	0.0%	-0.5	50
COc1ccc(C2C3=C(CCCC3=O)Nc3nc(-c4cc(OC)c(OC)c(OC)c4)nn32)cc1OC (configuration not stated)	0%	10%	i	0.8	-6%	4%	9%	1%	-2.2%	-0.9	90
C/C(=N\NC(=O)CNC(=O)C(c1ccccc1)c1ccccc1)c1ccccc1	10%	7%	i	0.1	5%	-7%	-12%	0%	2.1%	-0.1	58
CSc1ccc(CCNS(=O)(=O)c2c(C)[nH]c(C)c2C(=O)N2CCCCC2)cc1	-1%	11%	i	3.0	2%	-1%	-7%	3%	-0.8%	0.4	51
C/C(=N/NC(=O)c1cc(-c2cccc([N+](=O)[O-])c2)n[nH]1)c1cccc(O)c1	-1%	-5%	i	0.8	-11%	-2%	-9%	-8%	-2.0%	8.2	62
CCCC(=O)Nc1cc(OCC)c(NC(=O)NC2CCCCC2)cc1OCC	-1%	1%	i	6.5	6%	5%	3%	-1%	1.3%	-0.9	53
Cn1ncc([N+](=O)[O-])c1C(=O)NC1CCCCCC1	11%	10%	i	0.5	-4%	-7%	nt	-8%	-0.9%	0.0	88
CCCOP(=O)(OCCC)C(NC(=O)C(C)(C)C)c1ccccc1 (configuration not stated)	-2%	8%	i	0.2	12%	-9%	-11%	-12%	2.2%	-2.1	96
COc1ccccc1NC(=O)C(=O)NCc1ccccc1Cl	9%	1%	i	0.2	5%	-6%	-2%	2%	-0.1%	0.5	56
CCOC(=O)c1c(C)[nH]c(C)c1S(=O)(=O)N(C)CC(=O)Nc1ccccc1	-6%	12%	i	2.0	9%	-9%	-10%	0%	-0.6%	0.1	70
Cc1ccc2[nH]cc(CCNC(=O)Nc3ccccc3)c2c1	2%	0%	i	0.3	10%	-7%	-1%	16%	-0.5%	0.9	71
CC1(C)Cc2c(sc(NC(=O)C(=O)NCCCN3CCOCC3)c2C#N)CO1	1%	4%	i	1.0	0%	-6%	-6%	10%	0.4%	-3.2	nt
Cn1c(=O)[nH]c2ncn(C)c2c1=O	nt	7%	i	2.3	nt	nt	7%	nt	nt	-1.5	48
CCc1ccccc1NC(=O)c1cnc2scc(C)n2c1=O	9%	2%	i	0.9	-5%	1%	11%	0%	3.7%	5.2	94
COc1cccc(OC)c1C(=O)Nc1nc2ccc([N+](=O)[O-])cc2s1	4%	4%	i	0.6	9%	0%	9%	-5%	-1.6%	-1.5	101
O=C1NC2(CCC3(CC2)OCCO3)NN1c1ccccc1	8%	-4%	i	0.0	6%	-4%	-5%	-1%	-3.5%	4.5	91
N/C(=N\OC(=O)c1cnn(-c2ccccc2)c1C(F)(F)F)c1ccc(C(F)(F)F)cc1	5%	2%	i	0.3	8%	2%	-6%	-6%	1.4%	2.4	37
O=C(NNS(=O)(=O)c1ccc(F)cc1)c1cc(Cl)ccc1O	3%	0%	i	0.1	0%	-9%	1%	6%	4.2%	-1.4	57
COc1cc(NC(=O)c2nnn(Cc3ccc(SC)cc3)c2N)cc(OC)c1	3%	6%	i	2.7	-15%	-2%	2%	-6%	-6.9%	1.8	57
O=C(NNC(=O)c1ccc(Cl)cc1Cl)c1cnccn1	-1%	5%	i	0.2	10%	-7%	-7%	2%	-2.4%	0.7	62
Cc1oc(-c2ccccc2F)nc1CS(=O)CC(=O)NCc1cccs1 (configuration not stated)	1%	2%	i	3.4	3%	-5%	5%	-11%	3.8%	3.4	92
O=C(O)CCc1ccc(NCc2cccc(Oc3ccccc3)c2)cc1	nt	5%	i	2.2	nt	nt	-16%	nt	nt	-1.2	90
CC(C)Cc1nnc(NC(=O)CCC(=O)NCc2ccccc2Cl)s1	3%	5%	i	1.3	9%	-12%	5%	-15%	0.7%	1.0	79

High-throughput results as filed in PubChem BioAssay.
